Source: PubChem (NCI)
All columns: NCI-60 one-dose screen, growth in % after 48 h at 10 µM unless noted; 100 = growth as untreated, 0 = no growth, -100 = all killed.
KM12 = KM12 colon cancer cells | actives 5% (n = 82,000)
SK-OV-3 = SK-OV-3 ovarian cancer cells | actives 3.2% (n = 80,000) | AID 1794785
HT29 = HT29 colon cancer; AID 1794748; actives 7.4% (n = 81,000)
OVCAR-4 = OVCAR-4 ovarian cancer cells | actives 3.7% (n = 80,000) | AID 1794784
HCT-15 = HCT-15 colon cancer. actives 5.2% (n = 82,000). AID 1794746
COLO 205 = COLO 205 colon cancer; actives 7.3% (n = 79,000); AID 1794742
SW-620 = SW-620 colon cancer | actives 5.2% (n = 82,000)
HCT-116 = HCT-116 colon cancer | actives 7.3% (n = 82,000)
IGROV1 = IGROV1 ovarian cancer; actives 4.7% (n = 79,000)
* = called active by the depositor; x = not tested or not shown. The calls were made as follows: active = growth percent below 10; inactive = the rest.

SMILES	KM12	SK-OV-3	HT29	OVCAR-4	HCT-15	COLO 205	SW-620	HCT-116	IGROV1
COc1ccc(-c2ccn(CCC(=O)O)n2)cc1OC1CCCC1	103	x	106	114	96	x	94	110	108
COc1ccc(-c2noc(N)c2[N+](=O)[O-])cc1	105	124	108	102	86	120	105	104	103
Cc1ccc(-c2cc(-c3cc4ccccc4nc3Cl)[nH]c(=O)n2)cc1	-19*	52	-16*	48	-40*	25	-46*	-73*	29
CN(C)Cc1ccccc1[N+](=O)[O-]	108	103	106	105	105	110	98	104	113
CCOc1ccccc1/C=C1/SC(N2CCC(C)CC2)=NC1=O	100	119	116	96	90	122	105	88	98
CCOC(=O)Nc1ccc(C(=O)OCC)cc1	108	x	87	104	102	x	109	99	101
Cc1ccc[n+](CC(=O)c2cccs2)c1	100	94	85	114	107	104	101	95	107
CCCN(CC)c1ncnc2[nH]ncc12	x	101	104	112	114	87	107	103	61
O=C(CN1CCNCC1)N1CCCC1	109	101	x	x	107	113	107	91	111
CCC(C)N1C(=O)c2ccccc2C1=O (stereo not given)	106	108	106	107	94	114	112	108	118
Cc1ccc2c(c1)/C(=C/C(=O)c1cc3ccccc3oc1=O)C(=O)N2	87	100	60	54	-20*	30	-95*	19	102
COc1cc(/C=N/N2CCCCC2)cc(OC)c1OC	108	105	105	96	98	108	100	103	x
Cc1cc2c(cc1C)-n1c(C)cc(=O)n1C(c1ccc3c(c1)OCO3)N2 (stereo not given)	105	112	111	108	115	119	108	108	107
COc1ccc(-c2cc3c4c(nc5ccccc5c4c2)CC(c2cc(OC)c(OC)c(OC)c2)O3)cc1 (stereo not given)	60	20	45	-9.2*	46	68	38	1.0*	53
CC(C)(C)CC(C)(C)NC(=O)Nc1ncccc1OCc1ccc(F)cc1	82	89	74	84	78	86	84	69	91
O=c1oc2ccc(Br)cc2cc1C1=COc2ccccc2N=C1	111	97	104	100	89	125	120	112	108
C=CCCCCCCCCC1OC(C)CC(C)O1 (stereo not given)	102	77	93	103	104	104	102	84	106
CC(=O)O[C@H]1C[C@@]2(C)[C@@H](C[C@@H](O)[C@H]3[C@@]4(C)CC[C@H](NCCN)[C@@H](C)[C@@H]4CC[C@@]32C)/C1=C(\CCC=C(C)C)C(=O)O	106	x	96	99	103	102	97	95	103
COC(=O)C(=O)C(Cc1ccccc1)NC(=O)c1[nH]c2ccccc2c(=O)c1C (stereo not given)	104	111	101	101	100	124	110	99	106
COc1ccc(-c2nc(/C=N/Nc3cc(C)nc4ccc(Br)cc34)c(C)o2)cc1	-90*	93	-76*	-95*	-87*	-76*	-87*	-75*	-81*
COc1ccc2c(c1)O/C(=C\c1ccc([N+](=O)[O-])s1)C2=O	6.0*	60	-12*	-32*	0.3*	-30*	-56*	-23*	-29*
COC(=O)c1c(C(=O)OC)c2n(c1C)[C@@H]([C@@H](C)[C@H]1CC[C@H]3[C@@H]4CCC5=CC(=O)CC[C@]5(C)[C@H]4CC[C@]13C)SC2	26	49	33	39	22	16	34	23	76
O=C(Nc1ccc(OS(=O)(=O)Cc2ccccc2)cc1)C12CC3CC(CC(C3)C1)C2	42	87	9.8*	79	57	27	25	64	98
Cn1nnc2c(C(N)=O)ncn2c1=O	104	41	93	48	94	107	88	98	108
CN(C)CCCNC(=O)c1cncnc1Nc1ccc(OCc2cccc(F)c2)c(Cl)c1	-32*	-24*	-50*	26	-38*	-71*	-68*	-82*	1.4*
Cn1c(=O)[nH]c(=O)c2[nH]c(CO)nc21	106	112	100	106	106	115	98	105	125
COc1ccc(-c2noc(C(=O)O)c2-c2cc(OC)c(OC)c(OC)c2)cc1	28	24	4.8*	77	30	6.8*	22	19	47
CC(O)CN(CCO)CCN(CCO)CC(C)O (stereo not given)	108	114	100	109	101	115	105	104	115
CCSc1nc2c(cnn2Cc2ccccc2)c(=O)n1Cc1ccccc1	99	93	103	89	93	107	93	85	94
O=S(=O)(Nc1ccc(Cl)nn1)c1ccc(NC(=S)NCc2ccccc2)cc1	104	120	119	109	111	120	105	110	111
N#CC1=C(c2c[nH]c3ccccc23)Nc2nc(N)nc(N)c2C1c1ccncc1 (stereo not given)	103	119	106	117	105	113	106	88	101
CC(/C=c1\sc2nc3ccccc3n2c1=O)=C\c1ccccc1	102	104	112	108	101	118	108	106	100
Cc1[nH]c(-c2ccc3cc[nH]c3c2)c2c1C(=O)CCCC2	48	25	27	49	31	41	74	39	37
NC(N)=NN=C(c1ccc(O)cc1)c1ccc(O)cc1	100	102	108	119	99	106	109	104	103
COc1cc(NC(=O)CCSc2nc3ccccc3c(=O)n2-c2ccccc2)cc(OC)c1OC	x	113	113	76	96	123	100	100	113
Cc1ccc(-c2csc(NC(=O)N3CCN(c4cc5c(cc4F)c(=O)c(C(=O)O)cn5C4CC4)CC3)n2)cc1	11	-12*	4.7*	34	9.4*	12	27	11	17
CCCCCCOc1ccc(/C=N/NC(N)=S)cc1	49	91	39	27	34	50	23	34	14
CS(=O)(=O)OC1CCC(OS(C)(=O)=O)C1 (stereo not given)	106	98	105	107	101	108	99	103	105
C#Cc1ccc(NC(=O)c2ccc(/C=C/C(=O)c3nccn3C)cc2)c(F)c1	24	65	16	42	7.8*	73	19	18	24
O=C(Cc1nc2ccc([N+](=O)[O-])cc2nc1CC(=O)c1ccccc1)c1ccccc1	39	103	75	34	35	91	63	35	79
Brc1cn2ccnc2c(-c2ccc3c(c2)ncn3C2CCCCC2)n1	101	93	96	91	96	108	100	94	92
Nc1ccc(C(=O)c2ccc(N)cc2)cc1	121	106	107	97	109	117	108	114	x
O=C1c2cccc3c(N4CCOCC4)ccc(c23)C(=O)N1c1nc2ccccc2s1	95	95	93	97	93	105	93	91	94
O=C(n1ccc2cc(OS(=O)(=O)c3ccc(F)cc3)ccc21)C12CC3CC(CC(C3)C1)C2	94	109	102	74	86	108	94	73	88
FC(F)(F)c1ccc(-c2ccc(C3CC3)o2)cc1	113	x	110	109	103	x	98	98	104
COc1cc(CC(=S)C(=O)O)ccc1O	106	102	102	112	106	112	103	107	125
O=C(/C=C/c1ccccc1)C1CC1	98	113	112	114	106	109	98	99	99
Fc1ccc(-c2ccc(CCC3CC3)cc2)cc1	113	x	104	102	103	x	102	98	103
O=C(Nc1ccc(N=Nc2ccccc2)cc1)c1cccc2ccccc12	48	65	35	76	22	77	40	36	80
COc1ccc(C2=NN(/C=c3\s/c(=C(\C#N)C(=O)Nc4ccccc4C)n(-c4ccccc4)c3=O)C(c3ccc(OC)cc3)C2)cc1 (stereo not given)	102	110	114	112	106	116	120	110	116
CN(C)c1ccc(N=Nc2ccc(N(C)C)cc2)cc1	103	103	109	104	113	107	106	96	97
COc1ccc(/C=C2\N=C(c3ccccc3)N(C(=O)c3ccccc3O)NC2=O)cc1	92	100	104	105	104	112	100	92	98
C=C(C)[C@@H]1CC[C@]2(C(=O)OCCCC[P+](c3ccccc3)(c3ccccc3)c3ccccc3)CC[C@]3(C)[C@H](CC[C@@H]4[C@@]5(C)CC[C@H](OC(=O)C(Cl)Cl)C(C)(C)[C@@H]5CC[C@]43C)[C@@H]12	-55*	-5.9*	3.0*	-0.1*	-8.6*	-74*	0.9*	-76*	-23*
CC(C)=CCC1=C(OC2OC(CO)C(O)C(O)C2O)C(=O)c2ccccc2C1=O (stereo not given)	95	112	113	79	50	114	103	75	106
COc1ccc(/C(=C\c2ccc3c(c2)OCO3)C(=O)Nc2nc3ccc(Cl)cc3s2)cc1OC	99	108	99	101	102	107	106	80	129
Cc1ccc(/C=C2\CN(Cc3cn(CCNc4ccnc5cc(Cl)ccc45)nn3)C/C(=C\c3ccc(C)cc3)C2=O)cc1	-94*	8.5*	-45*	30	-29*	-67*	-64*	-53*	28
c1coc(CNc2ncnc3nc[nH]c23)c1	101	86	80	100	102	92	103	96	102
Nc1ncnc2c1c(-c1cccc(Cl)c1)nn2CC(=O)N1CCc2ccccc2C1	103	100	100	109	98	109	101	98	93
CCOC(=O)c1c(C)oc2cc([N+](=O)[O-])c(O)c([N+](=O)[O-])c12	105	103	102	97	100	103	106	104	121
COc1ccc(NC(=O)Nc2ccc(-c3ccc(Cl)cc3)nc2C)cc1	92	106	78	99	93	104	115	80	119

Going on with the list:
SMILES	KM12	SK-OV-3	HT29	OVCAR-4	HCT-15	COLO 205	SW-620	HCT-116	IGROV1
Cc1cc2c(s1)CCCC1CC(=O)N(CN3CCN(C)CC3)N=C21 (stereo not given)	103	97	111	102	104	100	108	96	105
Nc1[nH]n2cc(-c3ccccc3)nc2c1N=Nc1ccc(S(N)(=O)=O)cc1	33	13	39	37	23	45	26	23	15
COc1ccc(C2CC(c3ccccc3)=NN2c2nc(-c3ccco3)c(C#N)c(=O)[nH]2)cc1 (stereo not given)	92	103	115	97	101	124	105	98	107
O=C(NN1C(=O)CSC1c1ccc(Cl)cc1)c1cccnc1 (stereo not given)	94	106	109	118	119	110	x	87	112
C[C@@H]1CC[C@@]2(OC1)O[C@H]1C[C@H]3[C@@H]4CC=C5c6sc(Nc7ccccn7)nc6CC[C@]5(C)[C@H]4CC[C@]3(C)[C@H]1[C@@H]2C	98	119	100	100	95	96	102	89	104
CCOC(OCC)C(=O)N1CCCCC1	118	110	96	102	94	110	101	106	113
O=C1c2ccccc2C(=O)c2c1ccc1c(=O)n(-c3ccccc3C(F)(F)F)nnc21	27	70	31	1.5*	3.4*	8.5*	11	-5.2*	-28*
CC1(c2ccc(Cl)cc2)OC(=O)C(=Cc2ccc([N+](=O)[O-])s2)C(=O)O1 (stereo not given)	109	93	x	96	102	101	101	101	115
CC1(C)c2ccccc2C(=O)C1(Br)Cc1ccccc1 (stereo not given)	91	110	67	64	71	98	37	55	92

Entries listed so far that contain an aryl methoxy group (14):
SMILES	KM12	SK-OV-3	HT29	OVCAR-4	HCT-15	COLO 205	SW-620	HCT-116	IGROV1
COc1ccc(-c2ccn(CCC(=O)O)n2)cc1OC1CCCC1	103	x	106	114	96	x	94	110	108
COc1ccc(-c2noc(N)c2[N+](=O)[O-])cc1	105	124	108	102	86	120	105	104	103
COc1cc(/C=N/N2CCCCC2)cc(OC)c1OC	108	105	105	96	98	108	100	103	x
COc1ccc(-c2cc3c4c(nc5ccccc5c4c2)CC(c2cc(OC)c(OC)c(OC)c2)O3)cc1 (stereo not given)	60	20	45	-9.2*	46	68	38	1.0*	53
COc1ccc(-c2nc(/C=N/Nc3cc(C)nc4ccc(Br)cc34)c(C)o2)cc1	-90*	93	-76*	-95*	-87*	-76*	-87*	-75*	-81*
COc1ccc2c(c1)O/C(=C\c1ccc([N+](=O)[O-])s1)C2=O	6.0*	60	-12*	-32*	0.3*	-30*	-56*	-23*	-29*
COc1ccc(-c2noc(C(=O)O)c2-c2cc(OC)c(OC)c(OC)c2)cc1	28	24	4.8*	77	30	6.8*	22	19	47
COc1cc(NC(=O)CCSc2nc3ccccc3c(=O)n2-c2ccccc2)cc(OC)c1OC	x	113	113	76	96	123	100	100	113
COc1cc(CC(=S)C(=O)O)ccc1O	106	102	102	112	106	112	103	107	125
COc1ccc(C2=NN(/C=c3\s/c(=C(\C#N)C(=O)Nc4ccccc4C)n(-c4ccccc4)c3=O)C(c3ccc(OC)cc3)C2)cc1 (stereo not given)	102	110	114	112	106	116	120	110	116
COc1ccc(/C=C2\N=C(c3ccccc3)N(C(=O)c3ccccc3O)NC2=O)cc1	92	100	104	105	104	112	100	92	98
COc1ccc(/C(=C\c2ccc3c(c2)OCO3)C(=O)Nc2nc3ccc(Cl)cc3s2)cc1OC	99	108	99	101	102	107	106	80	129
COc1ccc(NC(=O)Nc2ccc(-c3ccc(Cl)cc3)nc2C)cc1	92	106	78	99	93	104	115	80	119
COc1ccc(C2CC(c3ccccc3)=NN2c2nc(-c3ccco3)c(C#N)c(=O)[nH]2)cc1 (stereo not given)	92	103	115	97	101	124	105	98	107

The order is random; 12% or so of the library scored in one or more.
